Source: PubChem BioAssay
PPARg SRC1 recr = promotes SRC-1 coactivator recruitment by human PPARgamma. P37231. PPARgamma-SRC-1 coactivator recruitment biochemical assay. activation, % at 8 µM. hit rate 0.41% among 200,000. AID 631; in the data active means activation above about 19%;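 further: 0% = DMSO and 100% = reference agonist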
PPARg SRC3 recr = agonists of human PPARgamma SRC-3 coactivator recruitment | biochemical PPARgamma/SRC-3 coactivator recruitment assay | P37231 | AID 731 | hit rate 0.26% among 200,000 | activation, % at 8 µM; in the data active means activation above about 23%;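 further: 0% = DMSO and 100% = reference agonist; some compounds past the cut are filed as inactive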
bIAP inh = intestinal alkaline phosphatase (bovine) inhibition; inhibition, % at 20 µM; purified bovine IAP, CDP-star luminescence, 30 min; AID 1019; 190,000 tested, under 10 active;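 active means over 50% inhibition of intestinal alkaline phosphatase at 20 µM in the single-dose screen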
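Assay system – bovine IAP enzyme · Quantity – bovine IAP at 1/65,000,000 final dilution · Detection – CDP-star luminescence signal · Times – 30 min reaction at room temperature · Also added – CDP-star substrate at 30 µM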
S1P3 antagonist = blocks the human S1P3 receptor | hit rate 0.27% among 170,000 | inhibition, % at 4.98 µM | Q99500 | CHO S1P3 NFAT-BLA reporter, FRET fluorescence, antagonist mode;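 active means inhibition above the plate cutoff, the mean inhibition of test wells on that plate plus 3 SD, cut at about 28% in these data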;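 further: cells challenged with S1P at its EC80 of 0.8 µM; blue over green emission ratio from cleaved BLA substrate after 4 h stimulation; 0% = S1P-stimulated wells and 100% = unstimulated DMSO-only wells; some compounds past the cut are filed as inactive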
Target sequence (Q99500 whole entry, looked up): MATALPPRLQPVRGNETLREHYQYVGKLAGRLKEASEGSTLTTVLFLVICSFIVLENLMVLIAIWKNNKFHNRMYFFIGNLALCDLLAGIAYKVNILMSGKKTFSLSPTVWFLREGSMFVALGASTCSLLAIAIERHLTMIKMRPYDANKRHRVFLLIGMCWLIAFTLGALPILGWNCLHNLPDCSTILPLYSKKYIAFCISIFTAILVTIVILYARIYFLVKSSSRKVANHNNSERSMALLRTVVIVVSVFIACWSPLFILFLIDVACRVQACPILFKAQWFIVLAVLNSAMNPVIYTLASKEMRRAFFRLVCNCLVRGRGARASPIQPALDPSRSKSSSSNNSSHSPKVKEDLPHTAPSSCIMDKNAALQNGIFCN
bIAP activator = increases bovine intestinal alkaline phosphatase activity; purified bovine IAP, CDP-star luminescence, 30 min; active compounds read high; fold of DMSO-control signal, blank-subtracted; activation factor at 20 µM; hit rate 0.17% among 200,000;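 active means activation factor of 2 or more at 20 µM, a signal rise over negative controls twice the positive control's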
Redox H2O2 prof = compounds producing H2O2 with reducing agent – biochemical, NIH compound library profiling, artefact control for MLSCN library redox annotation, primary screen; AID 878; DTT-dependent redox cycling H2O2, phenol red/HRP absorbance; 100% = 100 µM peroxide control, 0% = buffer; hit rate 0.03% among 200,000; activation, % at 10 µM;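 active means activation of at least 50% relative to the plate's high and low controls in the primary single-dose screen; inactive means activation below 50%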;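 further: compound incubated with DTT at 0.8 mM final as the reducing agent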
PPARg SRC-2 ag = PPARgamma-driven SRC-2 recruitment agonism | hit rate 0.34% among 200,000 | AID 1032 | activation, % at 8 µM | PPARgamma LBD-SRC-2 recruitment, biochemical; in the data active means activation above about 22%;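 further: 0% = vehicle and 100% = reference agonist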
ROMK mod = human ROMK K+ channel modulation, primary screen; hit rate 2% among 130,000; B-score at 10 µM; P48048; Tet-inducible ROMK, thallium flux fluorescence; actives lie on both sides;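 active means signal ratio slope over the read window, or its plate-corrected B-score, at least 3 SD from the plate mean, either direction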;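 further: B-score of the F/F0 ratio slope over 7 to 12 s after thallium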
Target sequence (P48048 whole entry, looked up): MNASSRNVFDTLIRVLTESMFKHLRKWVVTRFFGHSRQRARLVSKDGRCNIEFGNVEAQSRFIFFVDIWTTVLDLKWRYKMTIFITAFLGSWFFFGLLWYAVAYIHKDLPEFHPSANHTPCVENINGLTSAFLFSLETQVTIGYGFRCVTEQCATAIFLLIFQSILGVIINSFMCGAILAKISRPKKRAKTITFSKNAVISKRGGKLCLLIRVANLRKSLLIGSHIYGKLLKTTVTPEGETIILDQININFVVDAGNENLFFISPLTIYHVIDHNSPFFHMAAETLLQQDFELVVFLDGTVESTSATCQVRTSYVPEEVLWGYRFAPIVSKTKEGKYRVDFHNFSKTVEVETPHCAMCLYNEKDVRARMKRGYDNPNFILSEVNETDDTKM
L major viab = Leishmania major promastigote growth inhibition. hit rate 9% among 200,000. Leishmania major promastigotes, resazurin fluorescence viability. inhibition, % at 10 µM; in the data active means inhibition above about 50%;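 further: promastigotes grown with compound for 44 hours at 28 °C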
TLR4 MyD88 comp = blocks binding of human TLR4 to MyD88 | AID 861 | inhibition, % at 8.4 µM | HeLa CL3-4 TLR4/MyD88 BLA complementation, FRET ratio | O00206+Q99836 | hit rate 0.18% among 200,000; in the data active means inhibition above about 25%;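 further: 0% = vehicle and 100% = reference inhibitor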
TR-FRET SRC-2 ct = counter-screen for PPARgamma SRC-2 recruitment agonists: TR-FRET artefact; active compounds read high; TR-FRET ratio at 8 µM; hit rate 0.4% among 200,000; in the data active means TR-FRET ratio above about 2000; further: inactives centre near 1500; reference of the scale not given here
Starred values were filed as active, the others as inactive; / = not tested or not shown.

Sample of the layout (two entries):
SMILES | PPARg SRC1 recr | PPARg SRC3 recr | bIAP inh | S1P3 antagonist | bIAP activator | Redox H2O2 prof | PPARg SRC-2 ag | ROMK mod | L major viab | TLR4 MyD88 comp | TR-FRET SRC-2 ct
COc1ccccc1/C=N/NC(=O)C(=O)N1CCN(c2ccccc2OC)CC1 | -4 | -1 | -4 | -2 | 1 | 0.5 | -5 | -0.51 | 35 | 7 | 1375
CCOC(=O)C1CCN(C(=O)c2cn(C)c(=O)c3cc(OC)c(OC)cc23)CC1 | -2 | 1 | 5 | / | 1 | -1.4 | -2 | 0.94 | 1 | -3 | 1465

The whole of this part, repeating the preview:
SMILES | PPARg SRC1 recr | PPARg SRC3 recr | bIAP inh | S1P3 antagonist | bIAP activator | Redox H2O2 prof | PPARg SRC-2 ag | ROMK mod | L major viab | TLR4 MyD88 comp | TR-FRET SRC-2 ct
COc1ccccc1/C=N/NC(=O)C(=O)N1CCN(c2ccccc2OC)CC1 | -4 | -1 | -4 | -2 | 1 | 0.5 | -5 | -0.51 | 35 | 7 | 1375
CCOC(=O)C1CCN(C(=O)c2cn(C)c(=O)c3cc(OC)c(OC)cc23)CC1 | -2 | 1 | 5 | / | 1 | -1.4 | -2 | 0.94 | 1 | -3 | 1465
Cc1cccc2cc(/C=N/NC(=O)CN3CCCCC3)c(Cl)nc12 | 2 | 1 | 6 | -4 | 0.9 | -0.8 | 6 | -0.53 | 10 | -8 | 1640
CCC1CCCCN1S(=O)(=O)c1ccc(NC(=O)CSc2ncccc2C(=O)O)cc1 (stereo not drawn) | 0 | -7 | 1 | -13 | 1 | -2.2 | 4 | / | -7 | 6 | 1483
COc1ccc(OCCNC2CCCC2)cc1 | -3 | 5 | -13 | -5 | 1.1 | 0.1 | 7 | / | 61* | 2 | 1536
CCCn1c(=O)c2c(C(=O)OCC)cc(-c3ccco3)nc2n(CCC)c1=O | -6 | -2 | 8 | / | 0.9 | 0.2 | -5 | -3.8* | 6 | 4 | 1456
CC1Cc2ccccc2N1Cc1nc2cc(C(F)(F)F)ccc2c(=O)[nH]1 (stereo not drawn) | 0 | 5 | 4 | / | 1 | 0.6 | 5 | / | -12 | 5 | 1645
O=C(NCc1ccco1)C(=O)N1CCCC1 | 9 | -1 | 0 | -1 | 1 | -0.6 | -2 | 0.83 | -4 | 3 | 1734
COCCN(CC(=O)NCc1ccccc1)C(=O)CCC(=O)Nc1ccccn1 | -4 | 1 | 4 | -22 | 1 | -0.5 | 12 | / | -3 | 2 | 1795
COc1ccc(NC(=O)c2[nH]c(C)c(C(C)=O)c2C)cc1Cl | 6 | -2 | -7 | / | 1.1 | -0.1 | 11 | 1.2 | 21 | -3 | 1597
Cc1ccc(C(=O)Cn2c(C(=O)/C=C/c3ccccc3)nc3ccccc32)cc1 | -6 | -3 | -3 | / | 1 | 19 | -4 | / | 33 | 21 | 1397
CC(C)CC(=O)Nc1nnc(-c2ccco2)s1 | -6 | 9 | 14 | / | 0.9 | 0.1 | 4 | 0.16 | 14 | -2 | 1488
COC(=O)c1ccccc1NC(=O)c1nc2nc(C)cc(C)n2n1 | -2 | 7 | 7 | 3 | 0.9 | -3.3 | -2 | / | 16 | -3 | 1539
COc1ccc(-c2nnn(CC(=O)N(CCO)C(C(=O)NC3CCCC3)c3ccc(F)cc3)n2)cc1 (stereo not drawn) | -1 | -11 | 9 | 18 | 0.9 | 2.0 | -6 | -0.061 | -5 | 7 | 1417
CC(Nc1n[nH]c(=S)[nH]c1=O)C(=O)OCc1ccccc1 (stereo not drawn) | 2 | 0 | 28 | -9 | 0.7 | -0.5 | 2 | / | -9 | -9 | 1611
CCOC(=O)N1CCN(S(=O)(=O)c2ccc3c(c2)CCN3C(=O)C2CCC2)CC1 | -14 | -5 | 1 | 10 | 1 | 0.7 | -6 | -0.63 | -9 | -11 | 1393
CCc1c(C)nc2ncnn2c1N1CCCC(C(=O)NCc2cccs2)C1 (stereo not drawn) | 0 | 4 | -15 | -17 | 1.2 | -0.1 | 4 | 0.029 | -4 | -4 | 1440
COC(=O)C1=C(C)NC(=O)NC1c1ccsc1 (stereo not drawn) | -2 | 2 | 8 | / | 0.9 | 2.0 | 1 | / | -4 | 2 | 1573
CC(C)Oc1ccc(/C(O)=C2/C(=O)C(=O)N(CCN3CCOCC3)C2c2ccccc2)cc1 (stereo not drawn) | 4 | 9 | -5 | / | 1.1 | 2.7 | -4 | -0.11 | -5 | 5 | 1457
CCn1nc(NC(=O)c2cccnc2)c2cc3cccc(C)c3nc21 | 6 | 3 | -4 | -18 | 1 | -1.4 | 7 | 0.07 | 8 | -16 | 1542
Cc1occc1C(=O)n1nnc2ccccc21 | 7 | -6 | -11 | 2 | 1.1 | 0.0 | 11 | / | -2 | 3 | 1638
Cc1nc2ccccc2c(=O)n1Nc1cccc(Cl)c1 | 3 | 3 | 7 | 8 | 0.9 | -0.3 | 7 | 0.3 | -7 | 0 | 1583
CCOC(=O)C1CCCN(C(=O)c2cccc(S(=O)(=O)N3CCOCC3)c2)C1 (stereo not drawn) | 8 | 7 | -36 | -28 | 1.4 | -0.3 | 4 | 0.86 | -6 | 7 | 1590
COc1ccc(C2CC(=O)C=C(O)C2)cc1 (stereo not drawn) | 0 | 2 | 4 | -4 | 1 | 0.6 | -2 | 0.41 | -8 | 5 | 1643
CC12CN3CCN(CC(C3)/C1=N/NC(=O)Nc1ccccc1)C2 | 7 | 5 | -15 | -13 | 1.1 | -0.5 | 4 | -1 | 0 | 2 | 1639

An excerpt from above in order of count of non-hydrogen atoms, lowest first.
SMILES | PPARg SRC1 recr | PPARg SRC3 recr | bIAP inh | S1P3 antagonist | bIAP activator | Redox H2O2 prof | PPARg SRC-2 ag | ROMK mod | L major viab | TLR4 MyD88 comp | TR-FRET SRC-2 ct
COc1ccc(C2CC(=O)C=C(O)C2)cc1 (stereo not drawn) | 0 | 2 | 4 | -4 | 1 | 0.6 | -2 | 0.41 | -8 | 5 | 1643
COc1ccc(OCCNC2CCCC2)cc1 | -3 | 5 | -13 | -5 | 1.1 | 0.1 | 7 | / | 61* | 2 | 1536
COCCN(CC(=O)NCc1ccccc1)C(=O)CCC(=O)Nc1ccccn1 | -4 | 1 | 4 | -22 | 1 | -0.5 | 12 | / | -3 | 2 | 1795

The results go on:
SMILES | PPARg SRC1 recr | PPARg SRC3 recr | bIAP inh | S1P3 antagonist | bIAP activator | Redox H2O2 prof | PPARg SRC-2 ag | ROMK mod | L major viab | TLR4 MyD88 comp | TR-FRET SRC-2 ct
COc1ccc(C(=O)Cn2c(NCCO)nc3ccccc32)cc1 | 8 | 6 | -6 | -9 | 1.1 | 0.5 | -3 | 0.59 | 1 | -4 | 1708
Cc1ccccc1NCC(=O)N/N=C/C(Br)=C/c1ccccc1 | 1 | 8 | 34 | / | 0.7 | 0.4 | 1 | -0.46 | 6 | 7 | 1505
COc1cccc(CC2(CO)CCCN(Cc3cc4ccccc4[nH]3)C2)c1 (stereo not drawn) | -1 | -1 | 1 | 0 | 1 | 8.7 | 2 | -0.99 | 74* | 11 | 1600
O=C(OCC#CCSc1nc2ccccc2s1)c1ccco1 | 6 | -5 | 25 | -2 | 0.8 | -0.5 | 8 | -0.42 | -4 | -10 | 1628
O=[N+]([O-])C(=C1Nc2ccccc2N1)C(Cl)=C(Cl)Cl | 7 | 6 | -6 | -8 | 1.1 | -0.4 | 11 | 0.8 | -2 | 1 | 1587
COc1cc(C2NC(=O)NC(C)=C2C(C)=O)cc(OC)c1OC (stereo not drawn) | -5 | 1 | -4 | -3 | 1 | -3.1 | 2 | 0.8 | 4 | 12 | 1469
Cn1c(=O)c2c(nc(NCc3ccccc3)n2CC(=O)NCc2ccccc2)n(C)c1=O | 0 | 0 | 12 | -27 | 0.9 | 0.1 | 0 | 0.77 | 3 | 14 | 1372
CCN(CC)c1ccc(CN2CCC(C(=O)NCc3ccc(C)cc3)CC2)cc1 | -4 | 0 | -56 | -20 | 1.6 | -0.2 | -12 | -1.5 | 48 | 0 | 1572
CC(C)CC1C(C#N)=C(N)Oc2n[nH]c(-c3ccccc3)c21 (stereo not drawn) | 5 | -4 | 4 | / | 1 | 0.7 | 3 | -0.81 | -8 | 1 | 1672
Cc1cccc(C(=O)NC2CCN(C(=O)N3CCOCC3)CC2)c1 | 3 | -2 | -7 | / | 1.1 | 0.4 | 4 | / | -2 | -9 | 1648
O=C(c1cccc2ccccc12)C1CCCN(C(=O)CCc2cnccn2)C1 (stereo not drawn) | -4 | -2 | 8 | -8 | 0.9 | -0.2 | 0 | 0.058 | -7 | 10 | 1741
O=C1C2CCCN2C(c2ccccc2F)N1c1ccc(F)cc1 (stereo not drawn) | 5 | 2 | 2 | -8 | 1 | -0.3 | 4 | / | -7 | -5 | 1424
CCNc1nc(NCC)nc(SCCOC(=O)Nc2ccccc2)n1 | 3 | 4 | 4 | / | 1 | 1.8 | -7 | / | 77* | -17 | 1464
Cc1cc(Cl)ccc1N(CC(=O)NCCSCc1ccco1)S(C)(=O)=O | 8 | -1 | -14 | 24 | 1.1 | -0.8 | 5 | 1.2 | 3 | -14 | 1724
O=C(O)CN1CCNCC1 | 0 | 5 | 12 | -22 | 0.9 | -1.3 | 4 | -0.0092 | 0 | -3 | 1463
CCOC(=O)c1ccccc1NC(=O)c1cc2sccc2n1C | 0 | -1 | 6 | -16 | 0.9 | -2.0 | -1 | 0.69 | 1 | 19 | 1610
Cc1ccc(-c2nn(-c3cccc(F)c3)cc2CNCc2cccnc2)o1 | 13 | 3 | -9 | -20 | 1.1 | -1.1 | 13 | 0.94 | 10 | 0 | 1573
Cc1c(CCOC(=O)c2cc([N+](=O)[O-])cc([N+](=O)[O-])c2)sc[n+]1CC(=O)c1ccc(Br)cc1 | 0 | -1 | 6 | 38* | 0.9 | 4.1 | 0 | -1.1 | 100* | -3 | 1754
COc1ccc(OCCNC(=O)CSc2ccc(C(F)(F)F)cc2[N+](=O)[O-])cc1 | 3 | 0 | -12 | -3 | 1.1 | 0.4 | -5 | 0.83 | -7 | -14 | 1542
COc1ccccc1NC(=O)CCS(=O)(=O)c1ccccc1 | 1 | -4 | 5 | -7 | 1 | -1.2 | 5 | 0.36 | -6 | -2 | 1496
COC(=O)c1c(N)n(-c2cc(OC)cc(OC)c2)c2nc3ccccc3nc12 | -2 | 5 | / | 13 | / | 1.3 | -4 | / | 27 | -11 | 1535
O=C(CCN1C(=O)c2ccccc2C1=O)N1CCN(C(=O)c2ccccc2)CC1 | -1 | -6 | -4 | -13 | 1 | 0.0 | 9 | / | -3 | -7 | 1660
COCCNC(=S)Nc1cc(OC)c(OC)cc1C#N | -3 | -1 | 7 | -32 | 0.9 | -0.1 | -3 | 0.27 | 12 | 3 | 1577
CC(=O)c1cccc(NC(=O)CSc2nnc(-c3cccnc3)o2)c1 | 2 | 2 | 10 | / | 0.9 | 0.2 | -6 | -1.2 | -4 | -9 | 1591
